Bioassay records deposited in PubChem by several laboratories.
SR-BI uptake up – activators of SR-BI mediated HDL lipid uptake. AID 504775. activation, % at 12.5 µM. CHO ldlA[mSR-BI] cells, DiI-HDL uptake fluorescence, 3 h; 100 = double the neutral-control signal. 0.096% of 320,000 active;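 active means mean replicate activation of at least 60% and every replicate at or above 60%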;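 further: 0% = median plate neutral-control signal and 100% = twice that signal; values of inactives mirror those of a sister screen read the other way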
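Test system: SR-BI-overexpressing, LDLR-lacking CHO cells; Also added: labelled HDL, 10 µg/mL; Measured by: bottom-read cell fluorescence after medium removal, ex 550/em 595 nm; Timing: 3 h uptake period with compound, 37 °C; Buffer or medium: F12, 0.5% BSA, 25 mM HEPES; Doses: single compound concentration, delivered by pin transfer.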
HTR5A ag – HTR5A agonism, opioid heterodimer counter-screen | activation, % at 9.3 µM | P47898 | 0.61% of 340,000 active | AID 504692 | HTR5A agonist assay, luminescence, cell-based; in the data active means activation mostly above about 9.5%, no sharp cut-off; inactive means mostly below about 7.6%;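 further: 0% = cells with vehicle only and 100% = reference agonist; strong numbers were not always called active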
Target sequence (P47898 whole entry, looked up): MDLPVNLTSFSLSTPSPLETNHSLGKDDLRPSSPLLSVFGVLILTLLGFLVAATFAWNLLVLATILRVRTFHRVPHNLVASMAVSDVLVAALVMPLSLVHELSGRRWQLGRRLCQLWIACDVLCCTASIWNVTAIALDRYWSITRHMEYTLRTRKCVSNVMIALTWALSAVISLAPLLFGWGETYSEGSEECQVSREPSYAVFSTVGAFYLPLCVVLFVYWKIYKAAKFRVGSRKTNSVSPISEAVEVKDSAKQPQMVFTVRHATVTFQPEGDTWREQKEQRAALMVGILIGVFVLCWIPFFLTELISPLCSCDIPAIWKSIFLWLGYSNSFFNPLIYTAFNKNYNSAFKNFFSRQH
cardiac RTF act – increases calcium sensitivity of human cardiac regulated thin filaments | P19429+P45379 | IANBD-labeled TnC RTF fluorescence at EC20 calcium; 0% EC20 calcium, 100% full calcium | activation, % at 7.2 µM | 0.24% of 340,000 active;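 active means activation above the mean over all tested compounds plus 3 SD, cut at about 30% in these data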;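 further: rise in fluorescence read as greater calcium sensitivity of cardiac thin filaments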
MITF act – increases MITF-driven TRPM1 promoter luciferase signal | SK-MEL-5 TRPM1-promoter luciferase, 24 h; % of positive control, neutral wells = 0 | activation, % at 12.5 µM | 0.75% of 300,000 active;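 active means mean activation of at least 80% with every replicate also reaching 80%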;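 further: 0% = neutral control wells and 100% = parthenolide positive control wells; values of inactives mirror those of a sister screen read the other way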
Wnt bcat act – activators of Wnt/beta-catenin signaling; Wnt/beta-catenin reporter cell assay, activator, plate reader; activation, % at 9.35 µM; 1.2% of 300,000 active; in the data active means activation above about 30%, passing the limit was not always enough;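 further: 0% = neutral control wells and 100% = positive control wells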
dFosB activator – enhances mouse delta FosB homodimer DNA binding; P13346; purified delta FosB, TAMRA-CDK5 oligo fluorescence polarization; percent of positive-control signal above neutral wells; 0.99% of 340,000 active; activation, % at 25 µM; AID 493131;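 active means mean activation above about 17%, with every replicate also reaching it, limit read from the data, passing the limit was not always enough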;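 further: fluorescence polarization rise as delta FosB binds a TAMRA Cdk5 AP-1 oligo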
Target sequence (P13346 whole entry, looked up): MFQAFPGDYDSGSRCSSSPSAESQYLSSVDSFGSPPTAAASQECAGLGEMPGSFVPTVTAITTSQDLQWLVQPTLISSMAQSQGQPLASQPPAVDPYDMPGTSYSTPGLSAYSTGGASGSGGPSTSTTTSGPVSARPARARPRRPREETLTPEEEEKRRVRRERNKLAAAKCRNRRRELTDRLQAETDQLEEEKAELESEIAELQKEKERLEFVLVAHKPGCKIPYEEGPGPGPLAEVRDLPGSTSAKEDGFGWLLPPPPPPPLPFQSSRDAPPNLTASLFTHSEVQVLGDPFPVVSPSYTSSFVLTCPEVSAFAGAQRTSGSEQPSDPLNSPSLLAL
PvdQ acylase – blocks Pseudomonas aeruginosa PvdQ acylase activity | purified PvdQ acylase, fluorescence plate reader | inhibition, % at 10 µM | 0.063% of 340,000 active; in the data active means inhibition above about 30%, passing the limit was not always enough;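 further: 0% = vehicle neutral wells and 100% = reference inhibitor wells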
CDK5 inh – blocks human CDK5/p35 kinase activity; Q00535+Q15078; AID 488839; 0.01% of 330,000 active; inhibition, % at 10 µM; Recombinant CDK5/p35, ADP-Glo luminescence, 60 min;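 active means highest replicate inhibition of at least 50% and at least 75% of replicates reaching 50%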;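 further: plate controls were DMSO neutral control for no effect and GW8510 at 10 µM for full effect; many of its hits are not listed in these tables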
Rtt109 Vps75 – inhibitors of Candida albicans Rtt109/Vps75 histone acetyltransferase; Q5AAJ8; purified Rtt109/Vps75, ThioGlo CoA-SH fluorescence, 4 h; inhibition, % at 34.9 µM; 0.16% of 330,000 active;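 active means inhibition of at least 50% in every replicate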
Target sequence (Q5AAJ8 whole entry, looked up): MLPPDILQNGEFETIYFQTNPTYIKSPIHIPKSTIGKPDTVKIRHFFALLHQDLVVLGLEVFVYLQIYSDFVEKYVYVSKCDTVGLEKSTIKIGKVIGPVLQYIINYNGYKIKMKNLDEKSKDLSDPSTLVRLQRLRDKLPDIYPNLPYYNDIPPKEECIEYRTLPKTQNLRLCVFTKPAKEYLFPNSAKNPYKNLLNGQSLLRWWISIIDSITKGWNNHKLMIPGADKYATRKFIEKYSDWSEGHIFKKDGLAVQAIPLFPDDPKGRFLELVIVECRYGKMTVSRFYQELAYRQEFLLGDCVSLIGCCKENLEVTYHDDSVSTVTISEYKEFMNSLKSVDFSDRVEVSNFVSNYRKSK
SR-BI DiI inh – blocks mouse SR-BI lipid uptake from DiI-HDL | Q61009 | AID 488896 | inhibition, % at 12.5 µM | ldlA[mSR-BI] CHO cells, DiI-HDL uptake fluorescence, 3 h | 0.96% of 320,000 active;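 active means mean replicate inhibition of at least 70% and a set share of replicates each scoring 70 or more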;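 further: 0% = median of neutral control wells and 100% = median of positive control wells; values of inactives mirror those of a sister screen read the other way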
Active calls of the source: *; . = not tested or not shown. Random draw from the library. Share with any hit: about 4.4%.

Below each SMILES – CDK5 inh | dFosB activator | cardiac RTF act | MITF act | Wnt bcat act | SR-BI uptake up | PvdQ acylase | HTR5A ag | SR-BI DiI inh | Rtt109 Vps75
1. CC(=O)Oc1ccc(/C=N/NS(=O)(=O)c2ccccc2)cc1
 : -0.9 | -5 | -1 | -4 | 0 | 11 | -3 | 3 | -11 | -1
2. CCCCN(CCCC)S(=O)(=O)c1ccc2oc(C(=O)N3CCOCC3)c(C)c2c1
 : -2.4 | -11 | 5 | -9 | -2 | -13 | -10 | 2 | 13 | 4
3. O=C(CCCn1c(=O)c2sccc2n(CC(=O)OCc2ccccc2)c1=O)NCc1ccco1
 : -0.9 | -5 | -1 | -8 | . | -5 | -2 | 5 | 5 | 1
4. Cc1ccc(S(=O)(=O)N2CCOCC2)cc1NC(=O)CN1C(=O)NC(C)(c2ccc(Cl)cc2Cl)C1=O (configuration not stated)
 : -2.5 | -9 | -1 | -1 | -2 | -24 | 5 | 1 | 24 | 4
5. CC(=O)c1cc(C#N)c(N2CCOCC2)nc1C
 : 0.9 | 4 | 7 | -7 | -1 | 8 | -6 | 3 | -8 | 1
6. CC(C)(C)c1ccc(OCC(=O)NNC(=O)c2cccnc2)cc1
 : -1.3 | -8 | . | 0 | 1 | 14 | 10 | . | -14 | 1
7. CCc1cc(=O)oc2cc(OCc3nn[nH]n3)ccc12
 : 0.3 | -4 | -6 | -7 | -7 | 25 | -1 | 1 | -16 | -2
8. COC(=O)c1nnn(CC(=O)NC(=O)Nc2ccccc2)c1C(=O)OC
 : 1.8 | -7 | 6 | 10 | . | 3 | 9 | 1 | -3 | -6
9. COc1ccc(C(=O)Nc2nnc(-c3ccccc3)s2)cc1
 : -2.0 | 14 | 0 | 22 | 9 | 0 | -6 | 6 | 0 | -4
10. CCNc1nc2c(c(=O)[nH]c(=O)n2C)n1CCCc1ccccc1
 : -0.7 | -3 | 3 | . | 1 | -6 | -13 | 1 | 6 | 0
11. CN1C(=O)c2ccc(NC(=O)C3CC3)cc2C1=O
 : 0.0 | -1 | -1 | 5 | 1 | 2 | -13 | 1 | -2 | 0
12. CCOCCCNc1c2c(nc3cc(-c4ccc(F)cc4)nn13)CCC2
 : 2.5 | -2 | 1 | 17 | 0 | -26 | 6 | 1 | 26 | -1
13. CN(CCc1ccccc1)C1CCCN(S(=O)(=O)c2cccc(F)c2)C1 (configuration not stated)
 : 0.5 | -8 | 0 | . | 0 | 10 | 2 | 2 | -10 | -8
14. Cc1ccc(-n2nnnc2-c2cnc3ccc(Cl)cc3c2-c2ccccc2)cc1
 : -0.9 | -7 | -3 | . | -2 | -3 | -1 | -2 | 3 | 9
15. CCC(C(=O)NCc1ccc(F)cc1)n1nc(C)n2c(cc3occc32)c1=O (configuration not stated)
 : 1.9 | -7 | 8 | -7 | -1 | 7 | -14 | 3 | -7 | -1
16. Cc1cccc(C(C)(C)C)c1OCCN1CCCC1
 : 1.2 | -1 | 4 | 7 | 0 | 10 | 7 | 2 | -10 | -2
17. c1ccc(C2=Nn3c(nnc3-c3cccs3)SC2)cc1
 : 0.0 | -24 | 7 | . | -1 | 6 | -14 | -4 | -6 | 8
18. O=C1c2ccccc2C(=O)c2[nH]cnc21
 : 0.9 | 2 | 4 | -39 | 2 | 7 | -17 | 4 | -7 | 2
19. O=C(CCCOc1ccc(Cl)cc1Cl)N1CCCc2ccccc21
 : -0.1 | 7 | -6 | 5 | 1 | -33 | 2 | -2 | 33 | 4
20. Cc1ccccc1CS(=O)(=O)CCC(=O)O
 : 0.6 | 5 | 1 | 10 | -1 | 4 | -3 | 2 | -4 | -6
21. CCOC(=O)Cc1c[nH]c2ccccc12
 : -0.6 | 7 | 3 | -23 | -1 | 17 | 0 | 4 | -17 | 2
22. Cc1cc(Oc2ccccc2)nc(SCC(=O)Nc2ccc(Cl)cc2Cl)n1
 : 0.4 | -6 | -4 | 9 | . | 1 | 8 | 2 | -1 | -3
23. NCCCC[C@H]1CNC(=S)N1CCCCC1CCCCC1
 : -0.9 | 8 | 5 | -5 | -5 | 1 | -17 | 4 | -1 | 18
24. Cc1ccc(NC(=O)COc2ccccc2CNC(C)(C)CC(C)(C)C)cc1
 : -0.9 | -26 | -1 | -53 | . | 16 | -5 | 5 | -16 | 34
25. COc1ccc(CCN2CC(C(=O)NCc3cnn(C(C)C)c3)CCC2=O)cc1 (configuration not stated)
 : -0.3 | 4 | -3 | -3 | -2 | 59 | -6 | 1 | -59 | 0
26. CCCCC(=O)Nc1cc(-c2nc3ncccc3o2)ccc1C
 : -1.1 | -5 | -2 | -6 | 0 | -1 | -6 | 3 | 1 | -5
27. O=C(Cn1c(=O)oc2ccccc21)NCCc1ccccc1
 : -1.6 | -2 | 1 | 2 | 0 | -20 | 8 | 4 | 20 | 3
28. CCOC(=O)C1CCCN(C(=O)c2sc3nc(C)nc(N4CCOCC4)c3c2C)C1 (configuration not stated)
 : -0.8 | -14 | -1 | 4 | -5 | 12 | -1 | 0 | -12 | 1
29. O=C(/C=C\c1ccccc1)NCC(=O)N/N=C/c1ccc(O)cc1O
 : . | -3 | 2 | -66 | . | 27 | -1 | -1 | -27 | -10
30. Cc1cc(NC(=O)CCC(=O)N(C2CC2)C(C(=O)NC(C)(C)C)c2ccccc2Cl)no1 (configuration not stated)
 : -0.2 | 1 | 0 | -3 | 0 | . | -9 | 0 | . | 0

Shown bar-delimited: 2 of the compounds above.
nr | smiles | CDK5 inh | dFosB activator | cardiac RTF act | MITF act | Wnt bcat act | SR-BI uptake up | PvdQ acylase | HTR5A ag | SR-BI DiI inh | Rtt109 Vps75
27 | O=C(Cn1c(=O)oc2ccccc21)NCCc1ccccc1 | -1.6 | -2 | 1 | 2 | 0 | -20 | 8 | 4 | 20 | 3
28 | CCOC(=O)C1CCCN(C(=O)c2sc3nc(C)nc(N4CCOCC4)c3c2C)C1 (configuration not stated) | -0.8 | -14 | -1 | 4 | -5 | 12 | -1 | 0 | -12 | 1

(further entries)
Below each SMILES – CDK5 inh | dFosB activator | cardiac RTF act | MITF act | Wnt bcat act | SR-BI uptake up | PvdQ acylase | HTR5A ag | SR-BI DiI inh | Rtt109 Vps75
31. O=C(NNS(=O)(=O)c1ccccc1)c1ccc([N+](=O)[O-])cc1
 : 1.2 | -2 | 1 | 0 | 0 | 15 | 5 | 3 | -15 | 6
32. CC(C)NC(=O)COC(=O)CNC(=O)c1cc(Cl)cc([N+](=O)[O-])c1
 : -0.1 | 3 | 0 | 0 | 3 | 16 | -17 | -4 | -16 | -20
33. COc1ccc(CCC(=O)OCC(=O)NCc2ccccc2)cc1
 : -0.6 | -3 | -4 | -1 | -4 | 9 | -11 | 0 | -9 | 3
34. O=C(NCC1CCCCC1)C1CCN(C(=O)NC2CCCCC2)CC1
 : -1.4 | 0 | 3 | . | 7 | -31 | -12 | 0 | 31 | 3
35. COc1ccc(C2CC(C)=NN2C=O)cc1OC (configuration not stated)
 : -1.0 | -2 | -2 | . | -2 | -6 | -3 | -1 | 6 | 8
36. O=C(COC(=O)c1ccco1)NCCc1ccc(Cl)cc1
 : -0.2 | -7 | 5 | -9 | -1 | 1 | -13 | 8 | -1 | 0
37. O=C(CN1C(=O)NC2(CCCC2)C1=O)Nc1ccccc1-c1ccccc1
 : 1.3 | -3 | 1 | 0 | 2 | 18 | -16 | 3 | -18 | -10
38. C/C=C/C=C\C(=O)Nc1cccc(C2=NOC3(C2)C[C@@H](C(N)=O)N(C(=O)/C(C)=C/C)C3)c1 (some centres not stated)
 : 0.4 | -4 | -4 | 0 | -4 | -4 | 0 | 4 | 4 | 5
39. CCOC(=O)Nc1ccc(S(=O)(=O)Nc2nc(C)cc(C)n2)cc1
 : -4.2 | -2 | 9 | 2 | 1 | 7 | -24 | -4 | -7 | -4
40. CC(C)COC(=S)Nc1ccccc1
 : 1.4 | -12 | 3 | 50 | . | 8 | -13 | -3 | -8 | 6
41. Cc1cc(C(=O)CSc2nnc(-c3ccc(F)cc3)o2)c(C)n1CC1CCCO1 (configuration not stated)
 : -0.3 | -12 | 7 | -11 | . | . | -10 | -2 | -7 | 19
42. CC(C)NC(=O)N(C)C[C@H]1Oc2ccc(NC(=O)Nc3ccccc3)cc2C(=O)N([C@H](C)CO)C[C@@H]1C
 : -1.9 | 8 | -3 | -2 | 36* | 22 | -3 | 2 | -22 | 2
43. C[C@H](CCC(=O)OCc1cn(CC(=O)c2ccc(O)cc2)nn1)C1CC[C@H]2[C@@H]3CC[C@@H]4C[C@H](O)CC[C@]4(C)[C@H]3C[C@H](O)[C@]12C (some centres not stated)
 : -0.2 | -11 | 6 | 1 | -1 | 18 | -4 | 3 | -18 | -2
44. N#C/C(=C/c1ccc2c(c1)OCO2)C(=O)Nc1ccc(O)cc1
 : 0.1 | 6 | 8 | 21 | -3 | -7 | 12 | -1 | 7 | 15
45. CCOc1cc(CNC(CC)CO)ccc1OCC(=O)Nc1cccc(C(F)(F)F)c1 (configuration not stated)
 : -1.0 | -4 | 6 | 17 | -1 | -46 | -10 | -7 | 46 | -16
46. Cc1nc(SCC(=O)Nc2ccc(CN3CCCC3)cc2)c2c(C)c(C)sc2n1
 : 3.2 | -10 | 0 | -77 | -5 | -8 | -21 | -3 | 8 | 11
47. CCOC(=O)c1c(-n2cccc2)sc2c1CCCC2=O
 : 1.9 | -2 | 2 | 3 | -4 | -19 | -7 | 5 | 19 | -8
48. CC1=NN(c2cccc([N+](=O)[O-])c2)C(=O)C1
 : -5.1 | 7 | 7 | -12 | -1 | -10 | -10 | 6 | 10 | 7
49. COc1ccc(-c2nc(N)ncc2-c2csc(C)n2)c(O)c1
 : 4.5 | -8 | -4 | -10 | 2 | 17 | 17 | 4 | -17 | 6

Among those listed so far, 7 have a Cl atom:
Below each SMILES – CDK5 inh | dFosB activator | cardiac RTF act | MITF act | Wnt bcat act | SR-BI uptake up | PvdQ acylase | HTR5A ag | SR-BI DiI inh | Rtt109 Vps75
4. Cc1ccc(S(=O)(=O)N2CCOCC2)cc1NC(=O)CN1C(=O)NC(C)(c2ccc(Cl)cc2Cl)C1=O (configuration not stated)
 : -2.5 | -9 | -1 | -1 | -2 | -24 | 5 | 1 | 24 | 4
14. Cc1ccc(-n2nnnc2-c2cnc3ccc(Cl)cc3c2-c2ccccc2)cc1
 : -0.9 | -7 | -3 | . | -2 | -3 | -1 | -2 | 3 | 9
19. O=C(CCCOc1ccc(Cl)cc1Cl)N1CCCc2ccccc21
 : -0.1 | 7 | -6 | 5 | 1 | -33 | 2 | -2 | 33 | 4
22. Cc1cc(Oc2ccccc2)nc(SCC(=O)Nc2ccc(Cl)cc2Cl)n1
 : 0.4 | -6 | -4 | 9 | . | 1 | 8 | 2 | -1 | -3
30. Cc1cc(NC(=O)CCC(=O)N(C2CC2)C(C(=O)NC(C)(C)C)c2ccccc2Cl)no1 (configuration not stated)
 : -0.2 | 1 | 0 | -3 | 0 | . | -9 | 0 | . | 0
32. CC(C)NC(=O)COC(=O)CNC(=O)c1cc(Cl)cc([N+](=O)[O-])c1
 : -0.1 | 3 | 0 | 0 | 3 | 16 | -17 | -4 | -16 | -20
36. O=C(COC(=O)c1ccco1)NCCc1ccc(Cl)cc1
 : -0.2 | -7 | 5 | -9 | -1 | 1 | -13 | 8 | -1 | 0
